# SNCA viab count: counter-screen for SNCA expression inhibitors: cell viability | HEK-293-SNCA-luc viability, GF-AFC fluorescence, 24 h | Potency, µM (doses to about 57.1 µM), for the others: at the highest dose activity change, negative = cytotoxicity, hits mostly cytotoxic | AID 1671193 | actives 0.12% (n = 150,000);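 also: potency is read from the fitted curve at half-maximal effect; 0% = DMSO-treated cells and -100% = medium-only wells without cells; nearly all actives have a fitted effect of over 30% in size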
#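 Cytotoxicity counterscreen: after 24 h compound treatment of genome-edited SNCA-luciferase HEK-293 cells, live-cell protease substrate GF-AFC read by fluorescence after 30 min; activity scaled between DMSO (0%) and medium-only (-100%), curves Hill-fitted.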
# IP6K1 inhibitor: inhibitors of human IP6K1; Q92551; IP6K1 kinase, ADP-Glo luminescence, 2 h; hits give low values; activity change, % (series mostly up to about 58 µM); actives 0.81% (n = 140,000); AID 1645851; in the data active = activity change below about -25%
# Target sequence (Q92551 whole entry, looked up): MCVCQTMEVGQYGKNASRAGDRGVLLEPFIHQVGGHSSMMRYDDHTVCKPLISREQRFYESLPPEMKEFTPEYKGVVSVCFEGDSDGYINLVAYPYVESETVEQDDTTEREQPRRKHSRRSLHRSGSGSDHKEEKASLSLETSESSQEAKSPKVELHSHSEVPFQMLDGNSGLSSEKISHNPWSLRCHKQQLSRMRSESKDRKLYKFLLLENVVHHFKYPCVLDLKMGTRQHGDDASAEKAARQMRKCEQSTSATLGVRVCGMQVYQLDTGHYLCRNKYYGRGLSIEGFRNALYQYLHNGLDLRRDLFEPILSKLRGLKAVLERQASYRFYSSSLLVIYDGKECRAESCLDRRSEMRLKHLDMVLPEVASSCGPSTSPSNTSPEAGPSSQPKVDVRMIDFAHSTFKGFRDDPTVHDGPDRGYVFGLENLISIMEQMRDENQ
#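 ADP-Glo luminescence measures ADP made by human IP6K1 during a 2 h RT reaction with ATP/IP6 (mix at 1.3 mM/130 uM); top library doses 57.5 and 19.1 uM final.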
# FLuc inh: inhibitors of firefly (Photinus pyralis) luciferase. AID 1347043. actives 2.5% (n = 76,000). Potency, µM (series often up to 115 µM), for inactives: at the top dose activity change, negative = inhibition, most hits filed as inhibitors. purified P. pyralis luciferase, luminescence, biochemical; also: potency is read from the fitted curve at half-maximal effect; nearly all actives have a fitted effect of over 65% in size
#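 FLuc 10nM, D-luciferin 10uM, ATP 10uM, Mg acetate 10mM, Tris acetate pH 7.5, Tween/BSA; cpd qHTS; enzyme added last; CCD luminescence.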
# GPT2 inhibitor: blocks human glutamate pyruvate transaminase 2; Q8TD30; Recombinant GPT2, coupled pyruvate oxidase/HRP Amplex Red fluorescence; Potency, µM (series often up to 57.7 µM), for inactives: top-dose activity change, negative = inhibition, usual class: inhibitors; actives 0.25% (n = 100,000); also: potency is read from the fitted curve at half-maximal effect; nearly all actives have a fitted effect of over 60% in size; many of its hits are not listed in these tables
# Target sequence (Q8TD30 whole entry, looked up): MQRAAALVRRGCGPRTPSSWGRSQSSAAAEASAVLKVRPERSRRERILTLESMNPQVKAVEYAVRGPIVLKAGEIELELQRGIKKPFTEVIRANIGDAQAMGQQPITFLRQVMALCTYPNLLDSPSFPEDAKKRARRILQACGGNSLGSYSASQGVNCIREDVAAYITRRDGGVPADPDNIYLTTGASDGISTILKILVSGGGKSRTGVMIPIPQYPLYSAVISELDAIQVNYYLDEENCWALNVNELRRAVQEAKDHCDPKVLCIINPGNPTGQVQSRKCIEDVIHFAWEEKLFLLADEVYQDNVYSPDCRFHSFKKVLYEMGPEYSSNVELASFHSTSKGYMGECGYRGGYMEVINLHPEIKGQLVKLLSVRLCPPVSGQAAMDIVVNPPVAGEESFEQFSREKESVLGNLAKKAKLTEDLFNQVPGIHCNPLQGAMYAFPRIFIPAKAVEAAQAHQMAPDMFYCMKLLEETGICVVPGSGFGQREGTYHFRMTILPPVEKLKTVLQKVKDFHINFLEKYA
#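 Inhibition is scored from Amplex Red fluorescence generated when pyruvate oxidase and HRP act on pyruvate released by GPT2. Reactions contain 10ng/uL enzyme, 250uM a-KG and 2mM L-alanine and run 30 min at room temperature.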
# HEK293 tox: kills HEK 293 cells | Potency, µM (titrated, usually from 115 µM), for inactives: top-dose activity change, negative = cytotoxicity, actives largely listed as inhibitors | HEK 293 viability, ATP luminescence (CellTiter-Glo), 48-72 h | actives 6.6% (n = 94,000); also: potency is read from the fitted curve at half-maximal effect; nearly all actives have a fitted effect of over 60% in size
#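 CellTiter-Glo luminescence (cellular ATP) was read after 48 or 72 hr of compound exposure at 37 degree Celsius. Cells were HEK 293 plated at 250 cells/well.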
# SNCA expr inhib: SNCA gene expression inhibition. Potency, µM (top dose mostly 57.2 µM), inactives show at the top dose activity change, negative = inhibition, most hits filed as inhibitors. actives 0.17% (n = 140,000). HEK-293 SNCA-luciferase knock-in, luminescence, 24 h;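 also: potency is read from the fitted curve at half-maximal effect; plate controls were DMSO cells for no effect and cell-free wells for full effect; nearly all actives have a fitted effect of over 45% in size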
# 3T3 cytotox: kills NIH 3T3 cells; NIH 3T3 viability, CellTiter-Glo ATP luminescence, 48-72 h; Potency, µM (titrated, usually from 96.7 µM), inactives show at the top dose activity change, negative = cytotoxicity, actives largely listed as inhibitors; actives 4.3% (n = 94,000); also: potency is read from the fitted curve at half-maximal effect; nearly all actives have a fitted effect of over 55% in size
#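 Cells were seeded at 400 per well, treated with pin-transferred compound, and kept 48 or 72 hr at 37 °C before CellTiter-Glo addition and luminescence imaging of cellular ATP.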
# The depositor's hits bear a star; i = inactive; ? = inconclusive; nt = not tested or not shown; [ ] = remark or other dose. Unless noted, calls follow the shape of the dose curve; as a rule, active = well fitted curve in the direction sought with a large enough effect; inconclusive = small, poorly fitted or top-dose-only effect, or another doubt; inactive = no such curve, though single readings can be large; an effect the other way counts as inactive or inconclusive. Unless noted, % is scaled to controls: 0 for no effect and ±100 for the full control effect. Only part of the results is shown. The share of hits here may be higher or lower than overall.
SMILES	IP6K1 inhibitor	HEK293 tox	3T3 cytotox	SNCA viab count	GPT2 inhibitor	FLuc inh	SNCA expr inhib
CCOC(=O)c1ccc(NC(=O)N2Cc3[nH]cnc3C[C@H]2c2nc(-c3cccc(C)c3)no2)cc1	12	?	?	?	-12%	?	?
COCC(=O)N1CC[C@@H](CC(=O)O)[C@@H](CCN2CCC(n3c(=O)[nH]c4ccccc43)CC2)C1	3	i	i	5%	3%	-1%	-5%
Cc1ccc(C2=NC3(CCN(C(=O)c4ccco4)CC3)ON2)cc1	-6	-24%	-16%	1%	-10%	28µM*	104%[activator]
Oc1ccc(Cl)cc1C1=Nc2ccccc2N=C(c2ccccc2)C1	22	nt	nt	-4%	nt	nt	57%[activator]
CCCSc1ncc(Cl)c(C(=O)Nc2sc3c(c2C(=O)NCC)CCCC3)n1	16	nt	nt	4%	nt	nt	13%
CCc1ccc(-n2nc(C)c3c(C(=O)Nc4cccc(C(F)(F)F)c4)cc(C)nc32)cc1	-7	nt	nt	-14%	nt	nt	-21%
COCCN1CCC2(CCC1=O)CCN(C(=O)c1sccc1C)CC2	8	-9%	-32%	19%	?	nt	-9%
C=C[C@@](C)(CCC=C(C)C)O[C@@H]1O[C@H](CO[C@@H]2OC[C@H](O)[C@H](O)[C@H]2O)[C@@H](O)[C@H](O)[C@H]1O	2	nt	nt	-9%[23.9 µM]	4%[27.3 µM]	nt	nt
COc1ccc(S(=O)(=O)N[C@H]2[C@H](O)[C@H](O)C[C@@H]2c2ccc(C(F)(F)F)cc2)cc1	13	?	-14%[138 µM]	-3%[87.6 µM]	-8%[88.5 µM]	3%[172 µM]	-17%[87.6 µM]
CN1C(=O)CCCCC1C(=O)NC1CCCCC1 (stereo not given)	23	11%	i	-7%	i	-2%	30%
O=C([C@@H]1C[C@H](F)CN1S(=O)(=O)c1cccc(F)c1)N1CCc2ccccc2C1	-8	?	-17%	4%	i	6%	12%
CC(=O)N1CCCC(C(=O)N2CCC(c3nc4ncccc4[nH]3)CC2)C1 (stereo not given)	-7	i	2%	0%	?	nt	-11%
COc1cc(OC)c(N(C)C(=O)CSc2c3c(nc4ccc(Cl)cc24)CCCC3)cc1Cl	5	nt	nt	-6%	nt	nt	?
CC(C)CN1CCNC(=O)C1CC(=O)NCc1cc(Cl)ccc1Cl (stereo not given)	34	-23%	-1%	-7%	i[11.5 µM]	-1%	8%
C=C[C@@H]1[C@H](O[C@@H]2O[C@H](CO)[C@@H](O)[C@H](O)[C@H]2O)OC=C(C(=O)O)[C@H]1CCOC(=O)/C=C/c1ccc(O)c(O)c1	3	nt	nt	-11%[23.9 µM]	?	nt	nt
O=C(CC(F)(F)F)NCCc1noc(C2CC2)n1	36	19%	i	5%	-18%	8%	29%
O=C([C@@H]1C[C@H](F)CN1C(=O)CCCc1ccccc1)N1CCCCC1	-3	-15%	-36%	-12%	2%	-10%	-15%
CCOC(=O)c1cc(S(=O)(=O)Nc2cc(OC)ccc2OC)[nH]n1	-4	nt	nt	8%	nt	nt	-12%
Clc1ccc(-c2cnc3n2C[C@H](CNC2CCCC2)OC3)cc1	5	?	?	-13%[87.6 µM]	-21%[88.5 µM]	8%[172 µM]	?
CC(C(O)c1ccccc1)N(C)CCOC(c1ccccc1)c1ccccc1 (stereo not given)	11	nt	nt	-39%	-6%	nt	1%[25.6 µM]
C=CCc1cc(OC)c(O)c(C(=O)NCCO)c1	7	nt	nt	?	-18%	nt	101%[activator]
CCN(CC)S(=O)(=O)c1ccc2c(c1)N(CC(=O)N1CCN(c3ccc(OC)cc3)CC1)C(=O)CO2	11	nt	nt	?	nt	nt	-8%
N#Cc1ccc(NC(=O)COCc2cc(-c3ccc(F)cc3)on2)cc1	-11	nt	nt	6%	nt	nt	-12%
CCCCCC(=O)N1CCC(=O)N(CC)C[C@H]2COc3ccccc3[C@H]21	-3	?	?	nt	nt	nt	nt
Cc1c(C(=O)N(C)Cc2cc(-c3cccnc3)no2)oc2c(F)cccc12	6	?	?	0%	-16%	-8%	10%
COc1cc(O)cc(OC2OC(CO)C(O)C(O)C2O)c1 (stereo not given)	4	nt	nt	?	?	nt	nt
CCCN1CCN(c2ncnc3sc(C(=O)Nc4ccc(N(CC)CC)cc4C)c(C)c23)CC1	-14	nt	nt	-2%	nt	nt	15%
O=C(CC1CCOCC1)NCc1cccnc1	18	7%	i	-1%[12.5 µM]	i	-2%	-9%
COc1ccc2[nH]c3c(c2c1)CCNC31CCN(C(=O)c2cn(C)cn2)CC1	5	-28%	-13%	-6%[12.5 µM]	-20%	-4%	-15%
COCC(=O)NC[C@H]1O[C@@H](CC(=O)N2CCN(c3ccccc3OC)CC2)[C@H](O)[C@@H]1O	-3	i	0%	-4%	i	-6%	8%
CC(C)N1C(=O)C(CC(=O)O)=C2CCCCC21 (stereo not given)	30	i	1%	-2%	i	1%	5%
CC(C)CCC(=O)N1CCN(c2nc3c(s2)CN(C)CC3)CC1	-4	?	-6%	1%	i	?	80%[activator]
Cc1cnc(Nc2ccc(F)cc2Cl)nc1-c1c[nH]c(C(=O)N[C@H](CO)c2cccc(Cl)c2)c1	-11	nt	nt	?	i	nt	-23%
COc1cccc(CN2CCc3c(cc(C(=O)N4CCN(CC(C)C)CC4)n3C)C2)c1	-10	?	?	-20%	i	-17%	26%
CCOc1cc(C(=O)N2CCC[C@H]2c2nc(-c3ccc(OC)cc3)no2)cc(OCC)c1OCC	-1	?	?	?	i	-14%	-8%
Cc1cccnc1CN1CCN(CC2(O)CCNC2)CC1 (stereo not given)	-14	-1%	-12%	-2%	?	0%	23%
COC1CCC(C(=O)c2ccc3nc4c(cc3c2)CCCO4)CC1 (stereo not given)	nt	nt	nt	1%	i	nt	-4%
Cc1nn(-c2ccccc2)nc1C(=O)N[C@H](C)c1onc(-c2cccnc2)c1C(=O)O	29	i	-1%	-9%	-12%	?	14%
COCCCn1c(=O)c(C(=O)N2CCN(C(=O)COC)CC2)nc2cccnc21	-9	i	5%	2%	i	nt	9%
CC(=O)Nc1cc(C(=O)Nc2ccc3c(c2)N(C)C(=O)c2ccccc2S3)ccc1C	15	nt	nt	-8%	nt	nt	-19%

# Reprinted from the part before: four compounds, then new ones.
SMILES	IP6K1 inhibitor	HEK293 tox	3T3 cytotox	SNCA viab count	GPT2 inhibitor	FLuc inh	SNCA expr inhib
COC1CCC(C(=O)c2ccc3nc4c(cc3c2)CCCO4)CC1 (stereo not given)	nt	nt	nt	1%	i	nt	-4%
Cc1nn(-c2ccccc2)nc1C(=O)N[C@H](C)c1onc(-c2cccnc2)c1C(=O)O	29	i	-1%	-9%	-12%	?	14%
COCCCn1c(=O)c(C(=O)N2CCN(C(=O)COC)CC2)nc2cccnc21	-9	i	5%	2%	i	nt	9%
CC(=O)Nc1cc(C(=O)Nc2ccc3c(c2)N(C)C(=O)c2ccccc2S3)ccc1C	15	nt	nt	-8%	nt	nt	-19%
Cc1cc(C(=O)N2CCOC[C@H](Oc3cnccn3)C2)c(C(F)(F)F)o1	12	i	i	0%[87.6 µM]	0%[88.5 µM]	5%[172 µM]	-5%[87.6 µM]
COCCC(=O)N1C[C@@H]2CCCN3CCC[C@@H]([C@H]23)[C@H]1CCCC(=O)N1CCOCC1	2	16%	i	6%	i	2%	4%
CCCNC(=O)C(NC(=O)c1cccc(OC)c1)C1CCN(C(=O)c2cccc(OC)c2)CC1 (stereo not given)	0	i	-8%	0%	i	0%	-1%
COc1ccc(NC(=O)Cn2c(=O)n(-c3ccc(C)cc3)c(=O)c3c2cnn3C)cc1	16	nt	nt	-22%	nt	nt	-19%
O=C(NCc1ccncc1)C1CCN(C(=O)c2ncn3c2COC(c2ccc(F)cc2)C3)CC1 (stereo not given)	7	7%	i	-3%	i	7.9µM*	-12%
Cc1cc(C)cc(NC(=O)N2CCCC(Cn3c(C)nc4cccnc43)C2)c1 (stereo not given)	3	-19%	-18%	-6%	i	-8%	-11%
CC1(C)CC[C@]2(C(=O)O)CC[C@]3(C)C(=CCC4[C@@]5(C)C[C@@H](O)[C@H](O)C(CO)(CO)C5CC[C@]43C)C2[C@@H]1O (stereo not given in full)	2	nt	nt	-28%[23.9 µM]	-24%[27.3 µM]	nt	nt
COCc1cc(C[C@@H]2C[C@H](NCc3ccccc3O)C2(C)C)no1	9	-15%[172 µM]	-22%[138 µM]	-14%[87.6 µM]	i	-7%[172 µM]	22%[87.6 µM]
COc1ccccc1NC(=O)COc1cccc(-c2nnc3n2CCCC3)c1	-9	-12%	-24%	-6%	i	2%	-8%
CN(C)Cc1nnc(C2CCCN(C(=O)C3(N)CCNCC3)C2)n1C (stereo not given)	-6	-16%	-1%	1%	-21%	-2%	-5%
Cc1cn2nc(C(=O)N3CCC(C(=O)Nc4ccccc4)CC3)cc2c(=O)[nH]1	-3	4%	-13%	-3%	i	?	3%
Cc1ccccc1C(=O)N[C@H]1[C@H](O)[C@H](O)C[C@@H]1c1ccc(N2CCOCC2)nc1	1	-5%[172 µM]	-14%[138 µM]	1%[87.6 µM]	2%[88.5 µM]	-19%[172 µM]	28%[87.6 µM]
CCC(CC)C(=O)N1CC(C(=O)N(C)C)C2(CCOCC2)C1 (stereo not given)	24	i	i	8%	-7%	-1%	29%
COc1cc(C(=O)Nc2ccc3c(c2)N(C2CCCC2)C(=O)c2ccccc2S3)cc(OC)c1OC	3	nt	nt	-18%	nt	nt	-14%
COc1ccc(CC(=O)N2C[C@H](C(N)=O)[C@H]3c4ccccc4N(CC(=O)N(C)C)C(=O)[C@]32C)cc1	9	-20%[57.5 µM]	?	-7%[23.9 µM]	-14%[27.3 µM]	nt	-4%[25.6 µM]
COCC(=O)N1CC2(CCCCC2)CC1COc1ccc(OC)cc1 (stereo not given)	34	?	?	?	-7%	nt	2%
O=C(Cn1ncc2c3ccccc3n(Cc3ccc(Cl)cc3)c2c1=O)NCc1cccs1	17	nt	nt	1%	nt	nt	29%
O=S(=O)(c1ccc(F)cc1)N1CCCC(CN2CCCC2)CC1 (stereo not given)	-9	?	?	8%	-19%	-1%	-13%
CCNC(=O)N1CCc2cc(OC)c(OC)cc2C1CNC(=O)c1ccccc1C (stereo not given)	14	-17%	-21%	-2%	i	-8%	?
COc1ccccc1-c1noc(-c2ccc(N(C)Cc3ccccc3)c([N+](=O)[O-])c2)n1	-6	nt	nt	4%	nt	nt	-3%
CCCCc1ncc(-c2nccn2Cc2noc(CC(C)C)n2)[nH]1	-11	?	?	-2%	-19%[11.5 µM]	-3%	-21%

# From PubChem BioAssay
